# TR SRC2 fluor cs – Texas Red fluorescence interference in TRb-SRC2 counter-screen; TRb/SRC2 Texas Red total fluorescence interference; Potency, µM (top dose mostly 106 µM), for inactives: at the highest dose fluorescence change, negative = quenching; 280,000 tested, 0.29% active; AID 1479; active = well fitted curve in either direction with a large enough effect; inconclusive = small, poorly fitted or top-dose-only effect; also: % is scaled to controls: 0 for no effect and ±100 for the full control effect
#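 Human TRb ligand-binding domain at 0.6 uM with 20 nM Texas Red SRC2 peptide in Tris buffer containing 1 uM T3 and 5% DMSO, incubated with compound 5 h at ambient temperature. Total fluorescence (555/632 nm) calculated as parallel + 2 × perpendicular.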
# GoLoco inh red – blocks human Gai1 binding to RGS12 GoLoco peptide, red readout; AID 880; P63096; Gai1:RGS12 GoLoco peptide FP, rhodamine, 10 min; Potency, µM (top dose mostly 61.6 µM), without a hit: at the highest dose activity, negative = inhibition, hits mostly inhibitors; 230,000 tested, 0.44% active; active = well fitted inhibition curve with a large enough effect, not every such curve was filed as active; inactive = no such curve, though single readings can be large or run the other way; also: % is scaled to controls: 0 for no effect and ±100 for the full control effect; nearly all actives have a fitted effect of over 30% in size; many of its hits are not listed in these tables
# KDM4E inh – inhibitors of human JMJD2E histone demethylase; AID 2147; Potency, µM (series often up to 57.1 µM), for inactives: at the top dose activity change, negative = inhibition, actives largely listed as inhibitors; 230,000 tested, 1.6% active; B2RXH2; JMJD2E catalytic domain, FDH-coupled NADH fluorescence (FDH is formaldehyde dehydrogenase); active = well fitted inhibition curve with a large enough effect, not every such curve was filed as active; inconclusive = small, poorly fitted or top-dose-only effect, or another doubt; inactive = no such curve, though single readings can be large or run the other way;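 also: 0% = wells with enzyme and -100% = buffer wells without enzyme; nearly all actives have a fitted effect of over 50% in size; many of its hits are not listed in these tables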
# Target sequence (B2RXH2 1-337 limits assumed): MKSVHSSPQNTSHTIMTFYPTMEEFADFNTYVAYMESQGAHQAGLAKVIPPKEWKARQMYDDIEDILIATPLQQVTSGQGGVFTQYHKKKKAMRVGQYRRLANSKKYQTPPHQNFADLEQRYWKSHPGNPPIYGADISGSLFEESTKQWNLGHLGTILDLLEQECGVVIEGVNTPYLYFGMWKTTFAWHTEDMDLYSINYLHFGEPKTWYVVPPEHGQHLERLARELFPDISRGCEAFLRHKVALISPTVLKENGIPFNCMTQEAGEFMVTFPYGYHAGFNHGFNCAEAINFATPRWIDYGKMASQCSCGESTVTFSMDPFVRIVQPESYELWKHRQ
# SMN2 splice up – increases expression of the SMN2 splice variant; Potency, µM (highest dose often 46.1 µM), without a hit: at the top dose activity change, positive = activation, usual class: activators; 210,000 tested, 2.8% active; AID 1458; HEK293 SMN2-luciferase splicing reporter, luminescence, 30-36 h; also: % of control where 0% means no effect; nearly all actives have a fitted effect of over 55% in size
#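 HEK293 cells carry an SMN2 minigene-luciferase reporter in which exon 7 inclusion puts luciferase in frame. Cells were seeded at 2000 cells/well, attached for 10-12 hours, then exposed to compounds for 30-36 hours at 37C before ONE-Glo luminescence.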
# LMNA splice mod – LMNA splicing modulation | HeLa LMNA splicing GFP/RFP minigene ratio, 48 h | Potency, µM (titrated, usually from 46.1 µM), for inactives: at the highest dose ratio change, negative = inhibition, usual class: inhibitors | 200,000 tested, 0.01% active; active = well fitted inhibition curve with a large enough effect in the signal ratio, with a control signal flat, not every such curve was filed as active; inconclusive = small, poorly fitted or top-dose-only effect, or effect the other way, or a change in a side signal; the % refers to the signal ratio; also: % is scaled to controls: 0 for no effect and ±100 for the full control effect
#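 S3 HeLa stable clones carrying a lamin A-EGFP splicing minigene plus DsRed2 were seeded at 600 cells/well in Opti-MEM with 2% FBS, pin-dosed and incubated 48 h at 37°C. Acumen cytometry (488 nm) gave the GFP/RFP total-intensity ratio.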
# RECQ1 inh – inhibitors of human RECQ1 DNA helicase | P46063 | RECQ1 DNA unwinding, red fluorescence kinetic read | Potency, µM (doses to about 57.3 µM), for inactives: at the highest dose activity, negative = inhibition, hits mostly inhibitors | 240,000 tested, 0.54% active;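 also: plate controls were vehicle for no effect and no enzyme for full effect; nearly all actives have a fitted effect of over 30% in size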
#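 50 nM RECQ1T1 preincubated 15 min with compound in Tris pH 8.0 buffer with MgCl2, DTT, Tween-20 and 2.5 ug/ml poly(dI-dC); started with 200 nM TAMRA/BHQ-2 forked duplex and 2 mM ATP. Unwinding read as fluorescence (525/598 nm), two reads 2 h apart.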
# ALDH1A1 inh – blocks purified human ALDH1A1 activity; P00352; Purified ALDH1A1, NADH fluorescence, propionaldehyde substrate; Potency, µM (series often up to 75.3 µM), for the others: at the top dose activity, negative = inhibition, actives largely listed as inhibitors; 220,000 tested, 7.3% active; AID 1030; active = well fitted inhibition curve with a large enough effect, not every such curve was filed as active; inconclusive = small, poorly fitted or top-dose-only effect, or another doubt; inactive = no such curve, though single readings can be large or run the other way;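 also: plate controls were no enzyme wells and a reference inhibitor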
# TRb SRC2 PPI – TRbeta-SRC2 interaction inhibition | P10828 | TRbeta-SRC2 peptide binding, fluorescence polarization; receptor liganded with 1 µM T3 | Potency, µM (highest dose often 106 µM), inactives show top-dose activity change, negative = inhibition, hits mostly inhibitors | 280,000 tested, 0.065% active;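 also: plate controls were bound peptide for no effect and peptide without receptor for full effect; nearly all actives have a fitted effect of over 50% in size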
# Target sequence (P10828 whole entry, looked up): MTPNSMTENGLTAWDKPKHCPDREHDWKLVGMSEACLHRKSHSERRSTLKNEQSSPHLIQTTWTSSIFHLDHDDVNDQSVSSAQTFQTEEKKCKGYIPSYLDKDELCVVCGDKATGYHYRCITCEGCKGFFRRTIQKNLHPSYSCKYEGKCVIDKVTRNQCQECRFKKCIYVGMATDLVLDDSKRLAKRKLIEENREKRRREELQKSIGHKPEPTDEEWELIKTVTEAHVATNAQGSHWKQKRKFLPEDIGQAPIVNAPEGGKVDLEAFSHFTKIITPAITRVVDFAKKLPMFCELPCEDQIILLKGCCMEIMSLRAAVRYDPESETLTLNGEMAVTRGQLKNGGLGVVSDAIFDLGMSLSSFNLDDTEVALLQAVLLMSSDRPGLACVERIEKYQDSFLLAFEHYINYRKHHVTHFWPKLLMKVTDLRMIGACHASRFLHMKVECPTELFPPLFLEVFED
#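 Assay buffer: 20 mM Tris-HCl, 100 mM NaCl, 10% glycerol, 1 mM EDTA, 0.01% NP-40, 1 mM DTT, 1 uM T3, 5% DMSO; TRb LBD 0.6 uM, Texas Red SRC2 20 nM; FP after 5 hr.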
# Starred values were filed as active, the others as inactive; i = inactive; ? = inconclusive; . = no result given; ! = a repeat was not active; [ ] = dose if it differs, or a comment. Unless noted, calls follow the shape of the dose curve; as a rule, active = well fitted curve in the direction sought with a large enough effect; inconclusive = small, poorly fitted or top-dose-only effect, or another doubt; inactive = no such curve, though single readings can be large; an effect the other way counts as inactive or inconclusive. Potency is read from the fitted curve at half-maximal effect. Only part of the results is shown; count on the stated rates, not on these rows.
SMILES,TR SRC2 fluor cs,GoLoco inh red,KDM4E inh,SMN2 splice up,LMNA splice mod,RECQ1 inh,ALDH1A1 inh,TRb SRC2 PPI
CNc1nc(-c2cccc(NS(C)(=O)=O)c2)nc2ccccc12,.,6%,.,.,-9%,-4%,11%,.
CNc1ncnc2c1ncn2[C@H]1C[C@H](O)[C@@H](CO)O1,0%,4%,.,-2%,.,17%,8%,1%
COc1ccc2c(c1)Cc1sc(NC(C)=O)nc1-2,-6%,-12%,-2%,5.6µM*,7%,11%,?,2%
O=C(N1CCCCC1)N1CCN(c2ccc(Cl)cc2)CC1,-1%,-8%,5%,-62%[inhibitor],?,1%,7.9µM*,-4%
O=C(NCc1ccccc1)C1=C[C@@H](c2ccc(C(F)(F)F)cc2)C[C@@H](OCc2ccc(CO)cc2)O1,1%,-9%,?,.,.,?,-7%,-2%
O=C1/C(=C/c2ccc(N3CCCC3)cc2)NC(=S)N1C1CC1,1%,216%[activator],2%,-12%,?,?,16µM*,1%
CC(C)C(C)NC(=O)COc1ccc([N+](=O)[O-])cc1Cl (stereo not drawn),2%,-3%,-11%,-57%[inhibitor],?,-14%,?,-4%
COc1ccccc1NC(=O)CSc1nnc(C2CCCCC2)n1-c1ccccc1,-8%,1%,1%,.,.,i,.,-1%
S=C(NCCc1ccccn1)NC1CCCCC1,0%,11%,-1%,11µM*,16%,-6%,9%,-4%
CC(=O)O[C@H](CC(=O)O)C[N+](C)(C)C,-1%,3%,-7%,.,.,-14%,2%,3%
CCC(C)(C)n1nnnc1C(c1ccc2ncccc2c1)N1CCN2CCCC2C1 (stereo not drawn),-5%,4%,-7%,12%,9%,-13%,7%,3%
COc1cc2c(cc1NC(=O)CSc1ccccn1)oc1ccccc12,2%,9%,-14%,4%,?,i,7%,2%

# An excerpt taken from the entries so far, for reference:
SMILES,TR SRC2 fluor cs,GoLoco inh red,KDM4E inh,SMN2 splice up,LMNA splice mod,RECQ1 inh,ALDH1A1 inh,TRb SRC2 PPI
CNc1nc(-c2cccc(NS(C)(=O)=O)c2)nc2ccccc12,.,6%,.,.,-9%,-4%,11%,.
CNc1ncnc2c1ncn2[C@H]1C[C@H](O)[C@@H](CO)O1,0%,4%,.,-2%,.,17%,8%,1%
COc1ccc2c(c1)Cc1sc(NC(C)=O)nc1-2,-6%,-12%,-2%,5.6µM*,7%,11%,?,2%

# Further records.
SMILES,TR SRC2 fluor cs,GoLoco inh red,KDM4E inh,SMN2 splice up,LMNA splice mod,RECQ1 inh,ALDH1A1 inh,TRb SRC2 PPI
CCCOc1ccc(C(=O)CCC(=O)OCC(=O)Nc2cc(C)on2)cc1,-5%,7%,-5%,30%,0%,-14%,7%,1%
COc1ccc(CCNC(=O)CN2CCN(S(=O)(=O)c3ccc(Cl)cc3)CC2)cc1OC,2%,4%,5%,-1%,-4%,-10%,3%,0%
COC(=O)C1=C(C)N(C)C(=S)N(C)C1c1cccc(Br)c1 (stereo not drawn),-2%,-5%,-17%,-17%,?,?,-3%,-5%
CCOc1cccc(CN2CCN(c3cccc(C(F)(F)F)c3)CC2)c1O,-1%,-8%,-13%,-21%,?,-20%,9%,4%
COc1ccc(CNc2oc(Cc3cccc4ccccc34)nc2C#N)cc1,2%,8%,-18%,-13%,?,-16%,?,-11%
COc1ccc(NC(=O)c2csc3c2CCCCC3)c(OC)c1,0%,4%,2%,9%,.,i,-3%,4%
CCOc1cc(N2CCOCC2)c(OCC)cc1NC(=O)CN1CCCC(C)C1 (stereo not drawn),1%,7%,-27%,-47%[inhibitor],6%,6%,?,-3%
CN(C)S(=O)(=O)c1ccc(N2CCCC2)c(C(=O)Nc2nc3c(ccc4ccccc43)s2)c1,-3%,24%,?,-3%,?,i,?,7%
COCc1cc(=O)[nH]c(Nc2nc(C)c3cc(OC)ccc3n2)n1,3%,13%,-1%,-6%,11%,-1%,?,-16%
Cc1ccc(S(=O)(=O)/N=C2/NC(=O)/C(=C/c3ccccn3)S2)cc1,-6%,6%,6%,.,2%[46 µM],3%,-1%,-8%
COC(=O)c1cc(=O)n(-c2c(Cl)cc(C(F)(F)F)cc2Cl)[nH]1,-2%,5%,7%,.,.,-2%,-15%,-7%
NC(=O)c1c(NC(=O)c2cc3ccccc3o2)sc2c1CCC2,-9%,22%,?,2.2µM*,6%,1%,-4%,3%
CCC(Oc1ccccc1)C(=O)N1CCN(c2ccccn2)CC1 (stereo not drawn),-1%,4%,135%,-15%,8%,-1%,-1%,2%
Cc1oc2c(CN3CCCC3)c(O)ccc2c(=O)c1-c1ccc(Cl)cc1,1%,16%,?,2%,0%,6%,?,9%
COc1ccc(C2C(C#N)=C(C)NC3=C2C(=O)CC(C)(C)C3)c(OC)c1 (stereo not drawn),-5%,4%,?,-39%[inhibitor],1%,-2%,?,-4%
CCOC(=O)CCc1c(C)c2ccc(OCc3nn[nH]n3)c(C)c2oc1=O,-4%,.,?,.,-1%,-9%,?,-11%
CCOc1c(Br)cc(CNc2ccc(N3CCN(C(C)=O)CC3)cc2)cc1OC,-1%,0%,-22%,.,.,-5%,.,5%
C=CCNCCCCOc1ccc(Br)cc1C,-1%,3%,?,7%,?,6%,-2%,1%
CCCOC(=O)CCCN1C(=O)/C(=C2\SC(=S)N(CCCC(=O)OCCC)C2=O)SC1=S,3%,85%[activator],3%,.,.,-15%,.,6%
O=C(O)/C=C/c1cnn(-c2ccccc2)c1,0%,6%,-1%,2µM*,.,0%,-6%,-5%
Cc1cc(N/N=C/c2ccccc2Cl)nc(NCc2ccccc2)n1,-3%,-3%,-9%,-31%[inhibitor],?,-9%,7%,4%
O=C(C1=NN(c2ccccc2)C2C(=O)N(c3ccccc3)C(=O)C12)c1ccccc1 (stereo not drawn),1%,13%,-4%,15%,-9%,-1%,-6%,8%
Cc1nn(CC(=O)c2ccc(Br)s2)c(C)c1[N+](=O)[O-],-3%,83%[activator],-8%,.,.,i,.,9%
COc1cccc(C(=O)NCc2nnc(SCC(=O)Nc3nccs3)n2-c2ccccc2)c1,-2%,8%,9%,4%,-3%,-10%,4%,2%
C#CCN1CC(C)/C(=N/O)CC1C (stereo not drawn),-2%,-5%,-5%,-6%,7%,-19%,-1%,2%
COc1ccccc1/C=C(\C#N)C(=O)Nc1ccc(S(N)(=O)=O)cc1,-4%,3%,?,3%,.,-5%,?,14%
O=S(=O)(Cc1noc(-c2ccccc2Cl)n1)c1ccccn1,-4%,5%,3%,.,.,-4%,.,1%
CN(c1ccccc1)S(=O)(=O)c1cccc(NC(=O)c2cncc(Br)c2)c1,-1%,1%,-4%,.,.,-4%,.,8%
O=C(COc1cccc(NC(=O)c2cccc([N+](=O)[O-])c2)c1)c1ccc(Br)cc1,13%,13%,7%,-20%,1%,-2%,9%,22%
Cc1nnc(SCC(=O)NCc2ccccc2Cl)[nH]c1=O,0%,8%,5%,-24%,7%[9.22 µM],2%,3%,-1%
Cc1ccc(C(=O)OCC(=O)NCc2cccs2)cc1S(=O)(=O)N1CCOCC1,-2%,-4%,5%,-39%,?,0%,?,2%
COCC(=O)N1CCC2(CC1)CCN(c1ncccn1)CC2,.,2%,.,-7%,.,-9%,-6%,.
Cc1ccc(C(=O)NC(C)c2ccccc2)o1 (stereo not drawn),-1%,0%,-9%,-9%,-1%,3%,?,-4%
CCn1c(Cc2ccccc2)nnc1SCC(=O)Nc1ccc(OC)cc1,1%,0%,6%,-24%,-9%,2%,6%,14%
C=C1CC[C@H](O)C/C1=C/C=C1\CCC[C@]2(C)C([C@H](C)CC[C@@H](O)C(C)(C)O)CC[C@@H]12 (stereo partly drawn),-2%,5%,.,-4%,.,i,1%,-7%
CC(C)(C)OC(=O)N/N=C\c1ccc(OC(=O)c2ccco2)cc1,-2%,3%,?,?,?,2%,?,7%
Cc1nc(C(=O)N2CCOCC2)sc1C1(C)CC(c2ccccc2)=NO1 (stereo not drawn),-2%,7%,-29%,.,.,0%,.,-3%
COc1ccccc1C(=O)N1CCCC(c2nc(-c3cc(OC)c(OC)c(OC)c3)no2)C1 (stereo not drawn),1%,7%,3%,20%,-12%,-2%,6%,-1%
COc1ccc(N2C=C3C(=O)C(C)(OC(=O)CCc4ccccc4)C(=O)C=C3C=C2c2ccc(C#N)cc2)cc1 (stereo not drawn),-4%[11.2 µM],3%[14.2 µM],20µM*!,-2%[9.22 µM],5%[9.22 µM],-4%,3%[13.5 µM],-5%[11.2 µM]
O=C1c2ccccc2C(=O)N1CC#CCN1CCN(C2CCCCC2)CC1,-2%,3%,-1%,-10%,6%,-8%,?,-6%
CCCCn1nnnc1NCc1cccnc1,-1%,-7%,1%,25%,9%,-1%,10%,-5%
N#Cc1cc(-c2ccccc2)nn1-c1ccccc1,-2%,13µM*,?,3%,14%,-5%,22µM*,-12%

# Looked up above.
# `COc1ccccc1/C=C(\C#N)C(=O)Nc1ccc(S(N)(=O)=O)cc1` – TRb SRC2 PPI: 14%
# `COc1cc2c(cc1NC(=O)CSc1ccccn1)oc1ccccc12` – KDM4E inh: -14%
# `COCc1cc(=O)[nH]c(Nc2nc(C)c3cc(OC)ccc3n2)n1` – SMN2 splice up: -6%
# `NC(=O)c1c(NC(=O)c2cc3ccccc3o2)sc2c1CCC2` – ALDH1A1 inh: -4%
# `Cc1nc(C(=O)N2CCOCC2)sc1C1(C)CC(c2ccccc2)=NO1` (stereo not drawn) – TR SRC2 fluor cs: -2%
# `CCOC(=O)CCc1c(C)c2ccc(OCc3nn[nH]n3)c(C)c2oc1=O` – TR SRC2 fluor cs: -4%

# Screening data (PubChem BioAssay)
